Assay outcomes (PubChem)
AmpC detergent: qHTS Inhibitors of AmpC Beta-Lactamase (assay with detergent); 0.041% of 370,000 active; AmpC hydrolysis of nitrocefin, absorbance 480 nm, 0.01% Triton; AID 485294, 2010; Potency, µM (highest dose often 114 µM), for inactives: top-dose activity change, negative = inhibition, most hits filed as inhibitors;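 also: potency is read from the fitted curve at half-maximal effect; 0% = no-compound wells and -100% = no-enzyme wells; nearly all actives have a fitted effect of over 25% in size; some results filed as inactive show a strong effect at the top dose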
Target sequence (P00811 whole entry, looked up): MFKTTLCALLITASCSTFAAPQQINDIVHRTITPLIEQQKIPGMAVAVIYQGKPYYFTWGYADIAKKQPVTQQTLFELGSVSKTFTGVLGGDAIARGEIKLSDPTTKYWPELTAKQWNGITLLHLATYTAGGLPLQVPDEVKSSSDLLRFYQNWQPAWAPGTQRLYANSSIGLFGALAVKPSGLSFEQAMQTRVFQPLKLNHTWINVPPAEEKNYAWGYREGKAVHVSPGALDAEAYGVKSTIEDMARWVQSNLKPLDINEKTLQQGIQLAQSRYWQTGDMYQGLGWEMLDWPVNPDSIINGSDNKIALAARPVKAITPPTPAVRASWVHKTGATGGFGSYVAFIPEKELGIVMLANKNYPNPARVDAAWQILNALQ
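20 mM phosphate pH 7.0 + 0.01% (detergent screen) or 0.0001% Triton X-100; 5.3 nM AmpC reagent; cpd preinc 15 min RT; nitrocefin (800 uM stock) to start; A480 q20 s × 4 min; Activity was normalised to no-enzyme and no-compound control wells.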
HCV inh: qHTS Assay for Inhibitors of Hepatitis C Virus (HCV) | Huh7.5.1 HCVcc-Cre infection, luciferase reporter, 44 h | Potency, µM (doses to about 41.8 µM), inactives show at the top dose activity change, negative = inhibition, actives largely listed as inhibitors | 3.4% of 340,000 active; also: potency is read from the fitted curve at half-maximal effect
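HCVcc-Cre virus at an moi near 0.5 was added right after compound to cells cultured 4 h from seeding (1,000 cells/well). Luciferase activity was determined 44 h later, 15 min after substrate addition at RT.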
Giardia FBPA inh: qHTS Assay for Inhibitors of Fructose-1,6-bisphosphate Aldolase from Giardia Lamblia; A8B2U2; purified Giardia FBPA; Potency, µM (doses to about 59.6 µM), inactives show at the highest dose activity, negative = inhibition, most hits filed as inhibitors; 0.71% of 290,000 active; also: potency is read from the fitted curve at half-maximal effect; nearly all actives have a fitted effect of over 55% in size
Target sequence (A8B2U2 whole entry, looked up): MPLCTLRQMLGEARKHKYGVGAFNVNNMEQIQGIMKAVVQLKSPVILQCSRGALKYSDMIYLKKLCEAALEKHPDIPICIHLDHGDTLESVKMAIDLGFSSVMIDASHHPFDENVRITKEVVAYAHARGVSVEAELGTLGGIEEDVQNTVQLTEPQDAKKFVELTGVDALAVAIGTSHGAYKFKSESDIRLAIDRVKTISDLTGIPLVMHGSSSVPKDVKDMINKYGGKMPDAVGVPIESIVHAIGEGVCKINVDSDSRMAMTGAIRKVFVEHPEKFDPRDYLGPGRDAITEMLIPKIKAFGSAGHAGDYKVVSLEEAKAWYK
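40 nM FBPA preincubated 10 min at RT with compound (up to 57.5 uM final), then substrate plus GAPDH/TPI/NAD/arsenate coupling and diaphorase/resazurin added. Fluorescence read after 20 min at RT, 525/598 nm.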
Sm TGR block: qHTS Assay for the Inhibitors of Schistosoma Mansoni Peroxiredoxins. Schistosoma mansoni thioredoxin glutathione reductase (TGR), Q962Y6. 3% of 360,000 active. AID 485364, 2010. purified TGR, DTNB reduction, TNB absorbance 405 nm. Potency, µM (top dose mostly 114 µM), without a hit: at the top dose activity change, negative = inhibition, most hits filed as inhibitors; also: potency is read from the fitted curve at half-maximal effect; nearly all actives have a fitted effect of over 60% in size
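First, TGR (20 nM dispensed) and NADPH were mixed with compound. Second, a 15 min room-temperature incubation followed. Third, further NADPH and then DTNB were added to start the reaction. Finally, TNB absorbance was monitored kinetically.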
AMA1 RON2 block: qHTS for Inhibitors of AMA1-RON; Towards Development of Antimalarial Drug Lead: Primary Screen; Plasmodium falciparum AMA1 (3D7) - RON2 peptide interaction; AlphaScreen AMA1-biotinylated RON2 peptide binding; Potency, µM (titrated, usually from 58.2 µM), for inactives: at the highest dose activity change, negative = inhibition, hits mostly inhibitors; 0.2% of 360,000 active; AID 720542, 2013;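 also: potency is read from the fitted curve at half-maximal effect; 0% = vehicle wells and -100% = peptide control; nearly all actives have a fitted effect of over 45% in size; some results filed as inactive show a strong effect at the top dose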
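AMA1 (3D7) with his tag at 25 nM final met compounds first, then biotinylated RON2 peptide at 25 nM; detection used donor plus acceptor beads, 10 µg/mL apiece, read by AlphaScreen after 30 min at room temperature.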
HCMV inh: qHTS Assay for inhibitors of the human cytomegalovirus (HCMV). HFF cells, HCMV-luciferase reporter, 72 h; hits give low values. 4.5% of 410,000 active. AID 1259415, 2018. activity change, negative = inhibition, % at 57.5 µM; in the data active = activity change below about -60%; inconclusive = no clear call, values can overlap the other calls; inactive = above about -39%
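Human foreskin fibroblasts infected with luciferase-reporter HCMV at MOI 1 PFU/cell, compounds at two doses. Luciferase measured 72 h post infection; normalized to buffer-only basal and Salinomycin (10uM) controls.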
An asterisk follows results filed as active; & = joins results of further samples; [ ] = dose if it differs, or a comment. Unless noted, calls follow the shape of the dose curve; as a rule, active = well fitted curve in the direction sought with a large enough effect; inconclusive = small, poorly fitted or top-dose-only effect, or another doubt; inactive = no such curve, though single readings can be large; an effect the other way counts as inactive or inconclusive. Unless noted, % is scaled to controls: 0 for no effect and ±100 for the full control effect.

`CCOc1ccc(S(=O)(=O)N(C)c2ccc(OCC(=O)Nc3ccc4[nH]c(=O)[nH]c4c3)cc2)cc1` gave AmpC detergent -12%, HCV inh 0%, Giardia FBPA inh 0%, Sm TGR block 2%, AMA1 RON2 block -1% and HCMV inh -10.
CC(C)CNc1nc(NC(C)(C)C)nc(Oc2ccc(=O)n(-c3ccccc3)n2)n1 was read as AmpC detergent 10%, Sm TGR block 10% and HCMV inh 28.
`O=C(CCNC(=O)c1ccc(Cl)cc1)Nc1cccc(S(=O)(=O)N2CCCCCC2)c1` gave AmpC detergent -13%, HCV inh inconclusive, Sm TGR block -1%, AMA1 RON2 block -13% and HCMV inh -15.
`O=[N+]([O-])c1ccc(NCCCNS(=O)(=O)c2ccccc2)cc1` gave AmpC detergent -9%, HCV inh inconclusive, Giardia FBPA inh 0%, AMA1 RON2 block 0% and HCMV inh -38.
CCc1cc(C(=O)OCC(=O)N2CCC(c3ccccc3)=N2)sc1C was read as AmpC detergent -7%, HCV inh -20%, Sm TGR block -20%, AMA1 RON2 block -9% and HCMV inh -11.
`COc1ccc(COC(=O)N/C=C/c2ccco2)cc1` gave AmpC detergent -4%, HCV inh 4%, Giardia FBPA inh 0%, Sm TGR block inconclusive, AMA1 RON2 block 7% and HCMV inh -12.
Screening COc1ccccc1/C=N/NC(=O)c1[nH]c(C)c(C(=O)N/N=C/c2ccccc2OC)c1C returned AmpC detergent 2%, HCV inh inconclusive, Giardia FBPA inh 3%, Sm TGR block 9%, AMA1 RON2 block 10% and HCMV inh -16.
For Cc1nn2c(C)c(C(=O)NC(C)c3ccccc3)cnc2c1-c1ccc(F)cc1 (centres undefined) the results were AmpC detergent 9%, Sm TGR block 6% and HCMV inh -20.
Screening CC(C)CC(=O)Nc1nnn(C)n1 returned AmpC detergent -10%, HCV inh 13%, Giardia FBPA inh 1%, Sm TGR block -17%, AMA1 RON2 block 4% and HCMV inh -16.
`O=C(CCNC(=O)c1ccccc1Cl)Nc1ccc(Cl)c(C(F)(F)F)c1` gave AmpC detergent 9%, HCV inh -4%, Giardia FBPA inh -6%, Sm TGR block -3%, AMA1 RON2 block 0% and HCMV inh inconclusive.
Screening COC(=O)C1CCN(c2cc(=O)n(-c3ccc(OC)cc3)c(=O)[nH]2)CC1 returned AmpC detergent inconclusive, HCV inh 15%, Giardia FBPA inh 3%, Sm TGR block 1%, AMA1 RON2 block -5% and HCMV inh 5.
For COc1ccc(Nc2nc3cc(C)ccc3cc2C#N)c(OC)c1 the results were AmpC detergent -2%, HCV inh inconclusive, Giardia FBPA inh 0%, Sm TGR block 8%[57.1 µM], AMA1 RON2 block 10% and HCMV inh -16.
Screening c1ccc2sc(Nc3nc4cc5c(cc4s3)OCO5)nc2c1 returned AmpC detergent -8%, HCV inh 7%, Giardia FBPA inh -1%, Sm TGR block inconclusive, AMA1 RON2 block 12%[11.6 µM] and HCMV inh 90.
For CC(C)N1CCN(Cc2cc3ccccc3[nH]2)CC1CCO (centres undefined) the results were AmpC detergent inconclusive, HCV inh 9%, Giardia FBPA inh 0%, Sm TGR block -15%, AMA1 RON2 block -1% and HCMV inh 35.
Screening CC(C)[C@H](NC(=O)OCc1ccccc1)C(=O)OCc1cc(=O)oc2cc(O)ccc12 returned AmpC detergent inconclusive, HCV inh 17%, Giardia FBPA inh 3%, Sm TGR block -10%, AMA1 RON2 block 18% and HCMV inh 1.

Structural class, the entries above with a Cl atom (2)
`O=C(CCNC(=O)c1ccc(Cl)cc1)Nc1cccc(S(=O)(=O)N2CCCCCC2)c1` gave AmpC detergent -13%, HCV inh inconclusive, Sm TGR block -1%, AMA1 RON2 block -13% and HCMV inh -15.
`O=C(CCNC(=O)c1ccccc1Cl)Nc1ccc(Cl)c(C(F)(F)F)c1` gave AmpC detergent 9%, HCV inh -4%, Giardia FBPA inh -6%, Sm TGR block -3%, AMA1 RON2 block 0% and HCMV inh inconclusive.

(list continues)
For NC(=O)c1nsc(C(=O)N(CC(=O)NC2CCCCC2)Cc2ccc(F)cc2)c1N the results were AmpC detergent -11%, HCV inh -16%, Giardia FBPA inh 5%, Sm TGR block 2%, AMA1 RON2 block 30%[activator] and HCMV inh inconclusive.
Screening COc1cc2ccccc2cc1C(=O)N/N=C/c1ccc2c(c1)OCO2 returned AmpC detergent 1%, HCV inh -24%, Sm TGR block 4%, AMA1 RON2 block 17% and HCMV inh inconclusive.
Screening Cc1cc2ccccc2n2c(SCC(=O)Nc3cccc(C(F)(F)F)c3)nnc12 returned AmpC detergent -6%, Sm TGR block 0% and HCMV inh -4.
`CCCCCOc1ccc(Cn2c(=O)oc3ccc(C)cc32)cc1OC` gave AmpC detergent 21%, Sm TGR block -4% and HCMV inh 9.
For Cc1cc(Br)ccc1NC(=O)C(C)c1ccc([N+](=O)[O-])cc1 (centres undefined) the results were AmpC detergent -17%, HCV inh 2%, Giardia FBPA inh 0%, Sm TGR block -18%, AMA1 RON2 block 6% and HCMV inh -24.
`Cc1ccc(S(=O)(=O)N2CCCCC2CCNC(=O)C(=O)Nc2ccccc2F)cc1` (centres undefined) gave AmpC detergent 0%, HCV inh -16%, Sm TGR block 0%, AMA1 RON2 block 10% and HCMV inh inconclusive.
CCOC(=O)c1noc2ncnc(N3CCC(C)CC3)c12 was read as AmpC detergent 18%, Sm TGR block 9% and HCMV inh -10.
`Cc1cc(C)nc(OC(=O)c2c(Cl)cc(Cl)cc2Cl)n1` gave AmpC detergent 1%, HCV inh -19%, Giardia FBPA inh 0%, Sm TGR block 7%, AMA1 RON2 block 2% and HCMV inh inconclusive.
For Cc1ccc(NS(=O)(=O)c2cccc(C(=O)N/N=C/c3c(C)nn(-c4ccccc4)c3N3CCCC3)c2)c(C)c1 the results were AmpC detergent -2%, HCV inh 13µM*, Giardia FBPA inh 2%, Sm TGR block -1%, AMA1 RON2 block 38%[activator] and HCMV inh 33.
`O=C(CCc1nc(-c2ccccc2)no1)Nc1cccc(C(=O)NC2CC2)c1` gave AmpC detergent 1%, HCV inh inconclusive, Sm TGR block -2%, AMA1 RON2 block 0% and HCMV inh -15.
Screening Cc1cc(C(=O)N(NC(=O)C(C)C)c2ccccc2)cs1 returned AmpC detergent -2%, HCV inh -14%, Giardia FBPA inh 4%, Sm TGR block -6%, AMA1 RON2 block 2% and HCMV inh -33.
`O=C(c1ccco1)c1cn(Cc2ccccc2)c2ccccc12` gave AmpC detergent 4%, HCV inh -21%, Giardia FBPA inh 0%, Sm TGR block -3%, AMA1 RON2 block -4% and HCMV inh 65.
Cc1ccc(-c2csc(NC(=O)CCCc3cccs3)n2)cc1 was read as AmpC detergent inconclusive, HCV inh 6%, Giardia FBPA inh 1%, Sm TGR block 0%, AMA1 RON2 block -1% and HCMV inh -13.
For CCC(Sc1nc2cc3c(cc2c(=O)n1CCCC(=O)NCc1ccc(OC)cc1)OCO3)C(=O)NCCCOC (centres undefined) the results were AmpC detergent 6%, Sm TGR block 4% and HCMV inh 48.
CCC1CCCCN1CCCNC(=O)CC1Oc2ccc(C)cc2NC1=O (centres undefined) was read as AmpC detergent 0%, HCV inh inconclusive, Giardia FBPA inh -1%, Sm TGR block 41%[activator], AMA1 RON2 block 40%[activator] and HCMV inh -2.

A stretch taken from the entries so far, for reference:
For NC(=O)c1nsc(C(=O)N(CC(=O)NC2CCCCC2)Cc2ccc(F)cc2)c1N the results were AmpC detergent -11%, HCV inh -16%, Giardia FBPA inh 5%, Sm TGR block 2%, AMA1 RON2 block 30%[activator] and HCMV inh inconclusive.
Screening COc1cc2ccccc2cc1C(=O)N/N=C/c1ccc2c(c1)OCO2 returned AmpC detergent 1%, HCV inh -24%, Sm TGR block 4%, AMA1 RON2 block 17% and HCMV inh inconclusive.

(listing goes on)
`O=C(Nc1nc2ccc([N+](=O)[O-])cc2s1)c1ccc(S(=O)(=O)N2CCCc3ccccc32)cc1` gave AmpC detergent 2%, HCV inh inconclusive, Giardia FBPA inh 5%, Sm TGR block 0% and AMA1 RON2 block -1%.
O=C1CC(C(=O)Nc2ccc(F)cc2)n2cnnc2N1 (centres undefined) was read as AmpC detergent inconclusive, HCV inh inconclusive, Giardia FBPA inh 1%, Sm TGR block -12%, AMA1 RON2 block -9% and HCMV inh -71*.
Screening N/C(=N\c1nc2c(c(=O)[nH]1)CCCC2)Nc1ccc(Oc2ccccc2)cc1 returned AmpC detergent -10%, HCV inh 5%, Giardia FBPA inh 2%, Sm TGR block 4%, AMA1 RON2 block 2% and HCMV inh inconclusive.
Screening NC(=O)c1c(NC(=O)c2ccco2)sc2c1CCC2 returned AmpC detergent 5%, HCV inh -21%, Giardia FBPA inh 0%, Sm TGR block inconclusive, AMA1 RON2 block 23% and HCMV inh 175.
Cc1cc(C)cc(NC(=O)N2CCC(NC(=O)c3ccccc3C)CC2)c1 was read as AmpC detergent 4%, HCV inh 2%, Giardia FBPA inh 7%, Sm TGR block inconclusive, AMA1 RON2 block 15% and HCMV inh -21.
For CC(C)C(=O)N1CC(=O)Nc2ccc(F)cc2C1c1ccc(F)cc1 (centres undefined) the results were AmpC detergent 6%, HCV inh 11%, Giardia FBPA inh 0%, Sm TGR block 6%, AMA1 RON2 block 6% and HCMV inh -28.
Screening CCOC(=O)C1CCCN(S(=O)(=O)c2cn(C)c(=O)n(C)c2=O)C1 (centres undefined) returned AmpC detergent inconclusive, HCV inh -1%, Giardia FBPA inh -1%, Sm TGR block 5%, AMA1 RON2 block 5% and HCMV inh 1.
COC(=O)Cn1ncc2c3ccccc3n(C)c2c1=O was read as AmpC detergent inconclusive, HCV inh -3%, Giardia FBPA inh -4%, Sm TGR block 21%, AMA1 RON2 block -1% and HCMV inh 45.
Screening CCOCCCn1c(=NC(C)=O)c(C(=O)OCC)cc2c(=O)n3ccccc3nc21 returned AmpC detergent 3%, HCV inh 14%&2%, Giardia FBPA inh -4%, Sm TGR block -1%, AMA1 RON2 block 9%&-3% and HCMV inh 15.
`Cc1ccc(C)n1-c1ccc(-c2nnc3n2CCCCC3)s1` gave AmpC detergent -3%, HCV inh inconclusive, Giardia FBPA inh -17%, Sm TGR block -26%, AMA1 RON2 block -12% and HCMV inh -12.
CC(=O)NC1=CC(=C[N+](=O)[O-])C=C1O was read as HCV inh -12%, AMA1 RON2 block -4% and HCMV inh -8.
`CCOc1ccc(-n2c(SCC(=O)NC(C)CC)nc3n[nH]c(C)c3c2=N)cc1` (centres undefined) gave AmpC detergent 10%, HCV inh -23%, Giardia FBPA inh 9%, Sm TGR block 1% and AMA1 RON2 block 0%.
`Cc1cc(C(=O)Nc2ccc(N3CCCCC3)cc2)no1` gave AmpC detergent 3%, HCV inh -11%, Giardia FBPA inh -1%, Sm TGR block -5%, AMA1 RON2 block -21% and HCMV inh 17.
